Screening results as filed in PubChem.
Growth percent in the NCI-60 one-dose screen (48 h, 10 µM unless noted): 100 = growth as untreated, 0 = no growth, -100 = all killed.
NCI-H23 – NCI-H23 lung cancer | 80,000 compounds, 4% hits
SK-OV-3 – SK-OV-3 ovarian cancer cells | AID 1794785 | 80,000 compounds, 3.2% hits
OVCAR-4 – OVCAR-4 ovarian cancer cells | 80,000 compounds, 3.7% hits | AID 1794784
NCI/ADR-RES – NCI/ADR-RES ovarian cells. 81,000 compounds, 4.4% hits
OVCAR-8 – OVCAR-8 ovarian cancer; 81,000 compounds, 4.4% hits
OVCAR-3 – OVCAR-3 ovarian cancer; 79,000 compounds, 7% hits
NCI-H522 – NCI-H522 lung cancer; 78,000 compounds, 8% hits
OVCAR-5 – OVCAR-5 ovarian cancer | 82,000 compounds, 2.9% hits
IGROV1 – IGROV1 ovarian cancer | 79,000 compounds, 4.7% hits | AID 1794786
* marks the source's active call; other numbers are inactive results; · = not tested or not shown. How the source made its calls: active means growth percent below 10; inactive means the rest. Random draw from the library (roughly 11% active in at least one column).

SMILES	NCI-H23	SK-OV-3	OVCAR-4	NCI/ADR-RES	OVCAR-8	OVCAR-3	NCI-H522	OVCAR-5	IGROV1
O=C1c2cccc(S(=O)(=O)O)c2C(=O)c2cccc(Cl)c21	94.2	96.0	107.0	97.3	104.4	112.2	71.0	100.1	90.5
C=C(/C=C/[C@@H](C)[C@H]1CC[C@H]2C3=CC[C@H]4C[C@@H](O)CC[C@]4(C)[C@H]3CC[C@]12C)C(C)C	97.5	103.0	101.9	102.4	88.8	107.2	71.5	112.7	114.6
Nc1cnc(Cl)nc1N	98.4	102.9	109.5	101.2	104.7	98.5	83.6	90.6	103.2
Oc1cccc(CN2CCOCC2)c1O	106.2	97.3	95.4	107.5	104.7	110.0	·	111.6	143.8
COc1ccc(-c2cc(-c3cccnc3)[nH]c(=O)c2C#N)cc1OC	101.8	95.2	105.3	102.3	111.7	106.2	87.9	117.5	103.8
Cc1csc(NC(c2ccc(Br)cc2)c2cn(C)c3ccccc23)n1 (centres undefined)	79.2	96.9	85.8	89.7	75.8	89.9	84.5	84.1	87.5
O=C(Nc1nc(-c2ccc(Cl)cc2)cc(-c2ccc(Cl)cc2)n1)c1ccncc1	88.7	89.3	87.8	91.7	95.9	98.5	81.0	99.7	89.6
Cc1ccc2[nH]c(-c3ccc(S(C)(=O)=O)cc3)c(/C=N/O)c2c1	85.6	72.6	86.3	96.5	87.0	99.7	81.4	97.0	91.4
CSc1nc2sc3cc(Cl)c(Cl)cc3n2c(=O)c1C#N	90.6	90.6	90.5	95.7	99.6	105.6	60.0	107.5	·
C=C(C)[C@@H]1CC[C@]2(C(=O)N[C@@H](C(=O)OC)c3ccccc3)CC[C@]3(C)[C@H](CC[C@@H]4[C@@]5(C)Cc6c([nH]c7ccccc67)C(C)(C)[C@@H]5CC[C@]43C)[C@@H]12	101.8	98.4	100.5	102.7	101.6	104.8	86.5	97.2	103.6
CNC(=O)NNC(=O)NC	105.0	94.4	97.5	106.2	96.3	105.3	107.5	96.4	100.7
C/C(=N\NC(N)=O)c1ccc(Cl)cc1	109.1	105.3	109.8	103.9	107.9	104.5	90.9	104.5	99.4
N#C/C(=N\Nc1ccc(Cl)cc1)C(=O)Nc1cc(-c2ccccc2)nn1-c1ccccc1	1.1*	26.4	36.8	29.7	25.6	15.4	7.4*	81.6	19.9
Cc1ccc2c(-c3cc(-c4cc5ccccc5oc4=O)nc(N)c3C#N)cc(=O)oc2c1	86.2	84.0	75.4	81.5	·	99.9	54.7	96.5	101.5
COc1cccc2c1n([O-])c1cccc(OC)c1[n+]2=O	58.8	90.8	50.2	61.1	52.8	164.1	53.5	18.2	-46.3*
CCOC(=O)c1ccccc1-c1c2cc(Br)c(=O)c(Br)c-2oc2c(Br)c(O)c(Br)cc12	97.8	95.7	88.6	106.1	108.1	124.7	88.0	96.6	117.0
CCOP(=O)(OCC)C(NC(=O)CNC(=O)c1ccccc1C(=O)O)C(=O)N1CCCCC1 (centres undefined)	101.0	103.4	97.0	107.6	97.9	107.3	89.7	100.6	103.4
CCCC(C)(C)COC(=O)c1ccccc1Cl	95.9	87.8	111.3	100.4	98.5	111.0	87.4	97.5	103.2
CCOC(=O)C[C@@H]1C(=O)N2CC[C@]3(C(=O)Nc4ccc(Br)cc43)[C@H]2C[C@@H]1C(=O)OCC	97.6	105.8	107.6	104.3	97.7	110.7	100.6	100.1	101.2
N#CCCCCN1CCCCC1	104.9	107.6	106.8	109.6	112.3	101.8	98.9	116.1	121.1
O=C(O)c1c2ccccc2nc2ccccc12	96.8	105.5	114.9	104.0	98.2	109.5	85.2	113.0	99.1
C=CCCCOC1[C@H](OCc2ccccc2)C(OCc2ccccc2)C(OC)O[C@@H]1CNC(=O)c1ccccc1 (some centres undefined)	80.8	78.1	67.8	58.6	86.5	90.7	62.5	85.1	82.7
COC(=O)C(Cc1ccccc1)NS(=O)(=O)c1ccc(C)cc1 (centres undefined)	102.0	104.4	115.6	101.9	110.5	104.5	94.2	95.2	114.2
CCCCCCCCN(Cc1ccccc1)CC(O)c1ccncc1 (centres undefined)	91.8	94.1	103.3	90.9	97.0	97.1	88.5	87.8	93.3
ClC(Cl)c1nc(-c2ccco2)n2nc(-c3ccccc3)cc2n1	49.8	51.0	36.6	4.0*	31.7	-29.9*	91.3	2.8*	76.9
Cc1ccc(-c2c3c(C)nn(-c4ccccc4)c3nc3nc[nH]c(=O)c23)cc1	108.4	109.7	94.6	95.2	94.7	120.5	·	106.1	103.7
C[C@@H]1CC[C@@H]2[C@@H]1[C@H](OC(=O)c1ccc3ccccc3c1)[C@]1(C3CCCCC3)C[C@@H](OC(=O)CO)[C@@]2(C)O1	65.1	75.4	55.5	14.6	18.5	73.6	49.4	89.4	71.1
CCN(CC)C(=O)Oc1ccc2c(C)cc(=O)oc2c1	90.3	108.8	101.7	103.5	97.6	103.5	96.8	97.4	87.0
Cc1ccc(C(=O)Nc2ccc(N3CCOCC3)cc2)cc1Nc1ncnc2nc[nH]c12	90.4	97.0	78.4	94.8	89.5	87.9	81.5	122.2	91.1
O=C(/C=C/C=C/c1ccccc1)c1ccccc1O	90.2	95.3	85.8	102.7	109.0	104.0	·	105.4	105.0

Structural class: the entries above containing a cyano group.
SMILES	NCI-H23	SK-OV-3	OVCAR-4	NCI/ADR-RES	OVCAR-8	OVCAR-3	NCI-H522	OVCAR-5	IGROV1
COc1ccc(-c2cc(-c3cccnc3)[nH]c(=O)c2C#N)cc1OC	101.8	95.2	105.3	102.3	111.7	106.2	87.9	117.5	103.8
CSc1nc2sc3cc(Cl)c(Cl)cc3n2c(=O)c1C#N	90.6	90.6	90.5	95.7	99.6	105.6	60.0	107.5	·
N#C/C(=N\Nc1ccc(Cl)cc1)C(=O)Nc1cc(-c2ccccc2)nn1-c1ccccc1	1.1*	26.4	36.8	29.7	25.6	15.4	7.4*	81.6	19.9
Cc1ccc2c(-c3cc(-c4cc5ccccc5oc4=O)nc(N)c3C#N)cc(=O)oc2c1	86.2	84.0	75.4	81.5	·	99.9	54.7	96.5	101.5
N#CCCCCN1CCCCC1	104.9	107.6	106.8	109.6	112.3	101.8	98.9	116.1	121.1

Next entries
SMILES	NCI-H23	SK-OV-3	OVCAR-4	NCI/ADR-RES	OVCAR-8	OVCAR-3	NCI-H522	OVCAR-5	IGROV1
c1csc(CCCN2CCCCC2)c1	103.5	109.6	105.1	98.8	102.6	103.3	92.0	101.6	100.7
C/C(=N\Nc1ncnc2cc(Cl)ccc12)c1ccc(-n2cc[n+](C)c2)nc1	66.7	108.7	75.3	98.9	94.2	·	14.2	98.4	93.1
CCSc1nc(Cl)cc(Cl)n1	93.7	106.7	98.6	100.6	95.1	94.8	89.5	75.3	101.8
CSc1ncc(Br)c(Nc2ccc(Br)cc2)n1	89.9	78.5	92.9	100.9	94.0	102.7	79.3	106.1	79.6
CCCCCCCCCCCCCCCCNC(=S)N/N=C/c1ccccc1O	92.6	107.6	94.9	93.1	83.8	83.4	80.0	110.1	88.8
O=C1CCc2cc(C(=O)CSc3ccc(Cl)cc3Cl)ccc2N1	98.9	107.9	106.9	108.7	99.8	103.0	64.3	103.5	107.8
Cc1ccc2nc(-c3c(C)nn(-c4ccccc4)c3Oc3ccccc3)[nH]c2c1	100.2	107.1	85.9	99.9	98.5	101.5	97.4	109.3	93.7
Cn1c(=O)c2nc(CCC(=O)NC3CCCCC3)c(=O)[nH]c2n(C)c1=O	100.8	99.5	99.0	99.1	99.7	105.1	96.1	96.5	100.3
O=C(c1ccccc1)c1ccc(N2C(=O)C3C4c5ccccc5C(/C=C/C(=O)c5ccccn5)(c5ccccc54)C3C2=O)cc1 (centres undefined)	14.2	·	32.4	20.5	26.4	-54.1*	30.6	29.9	-19.8*
O=C(/C=C/c1cccc(Cl)c1)c1ccc(NC(=O)N2CCN(c3cc4c(cc3F)c(=O)c(C(=O)O)cn4C3CC3)CC2)cc1	87.2	107.1	103.3	100.1	99.4	108.9	88.4	104.6	97.5
COC(=O)C12C3C(=O)N(c4ccc(Cl)cc4)C(=O)C3C(c3cn(-c4ccccc4)nc3-c3ccccc3)N1[C@H](c1cn(-c3ccccc3)nc1-c1ccccc1)[C@@H]1C(=O)N(c3ccc(Cl)cc3)C(=O)[C@@H]12 (some centres undefined)	107.0	95.8	104.9	102.5	100.6	103.5	96.2	103.5	117.5
c1ccc(Cn2cc3c(c2-c2ccccc2)CCc2cnc(Nc4ccccc4)nc2-3)cc1	66.7	98.7	74.2	55.0	71.8	92.4	89.6	81.4	111.4
CCNc1cccc(S(=O)(=O)O)c1	101.4	102.7	112.2	104.1	91.7	110.0	82.3	106.8	103.8
N#Cc1cc(Cl)c2c(c1)CN(c1ncc(Cc3cccc(C(N)=O)c3)s1)CC2	73.2	87.5	45.8	60.3	61.5	72.0	37.8	102.2	83.8
COC(=O)c1ccc2c(c1)CN(Cc1ccccc1)CO2	105.2	111.1	109.5	110.7	87.4	110.6	122.9	101.0	107.1
COc1ccc(-c2c3c(N)nc(-c4ccncc4)nc3nc3c2c(C)nn3-c2ccccc2)cc1	59.9	53.4	11.4	74.5	63.2	22.4	·	64.7	77.0
CN(C)CCOc1c(Cc2ccccc2)ccc2ccccc12	96.8	93.9	93.0	84.3	97.0	93.6	102.6	100.7	88.3
O=C1c2cc(I)ccc2Oc2cc([N+](=O)[O-])ccc2N1c1ccc(Br)cc1F	95.1	98.9	90.8	106.6	97.6	108.0	73.5	94.7	85.9
Cc1cc(Cl)c2c(N(C)C)cccc2n1	96.0	92.4	107.9	106.0	94.5	100.4	-75.5*	119.4	88.2
[N-]=[N+]=NC(=O)c1cc2ccccc2cc1O	91.2	96.6	102.7	97.3	101.6	108.5	96.7	102.2	123.2
CC1=C[C@H](N(C)C)[C@H]2C[C@@H]1C2(C)C	110.1	98.5	104.0	103.0	101.2	107.7	86.4	109.3	98.1
C=CCNC(=O)Cc1c(-c2ccccc2)oc2cc(OC)c(OC)c(OC)c12	97.2	95.8	98.6	96.2	102.3	109.9	92.6	109.2	97.8
CCc1ccc(NC2CC(=O)N(CCc3ccccc3)C2=O)cc1 (centres undefined)	97.8	105.3	98.2	99.9	101.6	101.7	89.6	93.1	93.3
CC(=O)Nc1ccc2c(c1)C(=O)c1cccc(C(=O)O)c1-2	103.6	108.3	108.2	107.0	105.5	117.7	108.1	103.5	135.5
OCC1OC(O)C(O)C(O)C1O (centres undefined)	102.2	108.5	103.5	100.9	108.2	119.7	85.7	105.6	126.0
CC(=O)/C(C)=C\c1ccc(O)cc1	100.5	103.3	114.1	105.4	97.7	112.5	68.9	100.2	105.3
O=c1c2cc(F)ccc2sc2c(Cl)nc3ccc(Cl)cc3c12	92.3	100.7	106.0	95.6	110.2	108.3	100.7	95.4	68.7
c1ccc(CCN2CCC3CC2c2ccccc23)cc1 (centres undefined)	·	94.7	102.2	102.4	97.8	107.8	94.4	92.8	97.9
CC1=Nc2cnc(Nc3cccc(S(=O)(=O)N4CCC(O)CC4)c3)nc2Nc2ccccc21	96.3	114.7	85.2	93.3	64.3	85.5	54.7	77.4	83.1
C=C1C(=O)O[C@H]2[C@H]1CC/C(COC(=O)C(=O)c1c[nH]c3ccc(OC)cc13)=C\CC[C@@]1(C)O[C@@H]21	-28.1*	15.8	-12.0*	7.2*	-24.6*	-74.6*	-61.3*	-30.6*	-73.0*

Some entries already given with just SK-OV-3.
compound | SK-OV-3
CC1=C[C@H](N(C)C)[C@H]2C[C@@H]1C2(C)C | 98.5
c1ccc(CCN2CCC3CC2c2ccccc23)cc1 (centres undefined) | 94.7

Later entries.
SMILES	NCI-H23	SK-OV-3	OVCAR-4	NCI/ADR-RES	OVCAR-8	OVCAR-3	NCI-H522	OVCAR-5	IGROV1
CCCCCCOC(=O)c1nn(C(C)=O)c2ccccc12	93.4	108.3	104.0	97.0	98.7	110.1	94.2	99.9	105.7
O=C(NCc1cccnc1)c1ccc([N+](=O)[O-])o1	-89.1*	32.3	63.9	-29.1*	4.2*	-4.7*	-66.5*	-1.3*	33.7
COc1ccc(OC)c(-c2cc(-c3ccccc3)c3c(N)c(C(=O)c4ccccc4)sc3n2)c1	91.1	90.9	80.3	91.1	97.8	110.2	75.7	98.0	107.4
COc1ccc(C(=O)/C=C/c2ccc(/C=C/c3ccc(Cl)cc3)cc2)cc1	103.0	99.3	106.7	111.3	104.2	101.1	125.0	96.6	95.7
O=S(=O)(O)CCCCS(=O)(=O)c1ccccc1	91.7	103.1	129.3	102.8	102.3	105.6	103.5	113.8	118.7
Nc1nc(N)c2c(n1)NC(c1ccc(Cl)cc1)CC(c1ccc3c(c1)OCO3)=N2 (centres undefined)	87.5	81.7	71.9	80.5	81.8	82.5	87.3	107.7	89.1
CCCCCCCCCC1OC(C)C(C)O1 (centres undefined)	98.3	96.8	98.8	98.5	105.6	101.5	95.9	102.4	111.5
OCC(O)CS (centres undefined)	106.1	111.8	109.0	106.7	110.4	111.1	·	105.2	121.6

Structural class: the entries above with a COOH group
SMILES	NCI-H23	SK-OV-3	OVCAR-4	NCI/ADR-RES	OVCAR-8	OVCAR-3	NCI-H522	OVCAR-5	IGROV1
CCOP(=O)(OCC)C(NC(=O)CNC(=O)c1ccccc1C(=O)O)C(=O)N1CCCCC1 (centres undefined)	101.0	103.4	97.0	107.6	97.9	107.3	89.7	100.6	103.4
O=C(O)c1c2ccccc2nc2ccccc12	96.8	105.5	114.9	104.0	98.2	109.5	85.2	113.0	99.1
O=C(/C=C/c1cccc(Cl)c1)c1ccc(NC(=O)N2CCN(c3cc4c(cc3F)c(=O)c(C(=O)O)cn4C3CC3)CC2)cc1	87.2	107.1	103.3	100.1	99.4	108.9	88.4	104.6	97.5
CC(=O)Nc1ccc2c(c1)C(=O)c1cccc(C(=O)O)c1-2	103.6	108.3	108.2	107.0	105.5	117.7	108.1	103.5	135.5
